FLuc modulator – qHTS profiling assay for firefly luciferase inhibitor/activator using purifed enzyme and Km concentrations of substrates (counterscreen for miR-21 project). Potency, µM (series often up to 57.5 µM), for inactives: at the highest dose activity change, negative = inhibition, actives largely listed as inhibitors. hit rate 6.9% among 360,000. Luciferin 4-monooxygenase (Photinus pyralis), P08659. purified FLuc, Km substrates, luminescence inhibition;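 note: potency is the fitted concentration of half-maximal effect; plate controls were vehicle for no effect and reference inhibitor for full effect; nearly all actives have a fitted effect of over 55% in size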
Target sequence (P08659 whole entry, looked up): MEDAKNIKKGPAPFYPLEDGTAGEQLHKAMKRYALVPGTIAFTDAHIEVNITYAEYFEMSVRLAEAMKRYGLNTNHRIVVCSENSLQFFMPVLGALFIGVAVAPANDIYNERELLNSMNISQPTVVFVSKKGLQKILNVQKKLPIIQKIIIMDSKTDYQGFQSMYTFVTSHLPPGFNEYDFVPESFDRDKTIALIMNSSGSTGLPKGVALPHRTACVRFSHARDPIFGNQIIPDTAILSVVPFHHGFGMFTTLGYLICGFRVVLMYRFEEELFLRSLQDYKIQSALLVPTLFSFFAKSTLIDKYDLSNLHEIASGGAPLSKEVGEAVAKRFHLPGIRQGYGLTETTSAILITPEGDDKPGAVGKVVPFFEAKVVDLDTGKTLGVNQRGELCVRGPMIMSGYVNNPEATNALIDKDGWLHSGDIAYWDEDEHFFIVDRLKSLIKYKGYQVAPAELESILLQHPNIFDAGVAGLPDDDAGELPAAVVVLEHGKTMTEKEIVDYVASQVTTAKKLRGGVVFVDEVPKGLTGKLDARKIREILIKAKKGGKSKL
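Purified P. pyralis luciferase, 10 nM final, with Km-level 10 uM D-luciferin and 10 uM ATP in 50 mM Tris acetate pH 7.5, 10 mM Mg acetate, 0.01% Tween-20, 0.05% BSA; 6-point qHTS titration about 60 µM downward; luminescence read.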
ELG1 genotoxic – qHTS screen for small molecules that induce genotoxicity in human embryonic kidney (HEK293T) cells expressing luciferase-tagged ELG1. Potency, µM (highest dose often 46 µM), for inactives: at the top dose activity change, positive = activation, actives largely listed as activators. HEK293T ELG1-luciferase reporter, luminescence, 16 h. hit rate 1.3% among 330,000; note: potency is the fitted concentration of half-maximal effect; % of control where 0% means no effect; nearly all actives have a fitted effect of over 60% in size
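Screening used a luciferase reporter fused to human ELG1 in HEK293T cells. Luminescence was read on a CCD plate imager after 16 hr exposure and 30 min ONE-Glo incubation.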
RORgamma inh – qHTS for inhibitors of ROR gamma transcriptional activity | Drosophila S2 Gal4-RORgamma UAS-luciferase reporter, 20 h | Potency, µM (doses to about 53.6 µM), for the others: at the top dose activity change, negative = inhibition, most hits filed as inhibitors | hit rate 5.4% among 310,000 | AID 2551, 2010; note: potency is the fitted concentration of half-maximal effect; % is set by controls: 0 for no effect and ±100 for the full control effect; nearly all actives have a fitted effect of over 60% in size
Target sequence (P51450 whole entry, looked up, the tested form may be a part): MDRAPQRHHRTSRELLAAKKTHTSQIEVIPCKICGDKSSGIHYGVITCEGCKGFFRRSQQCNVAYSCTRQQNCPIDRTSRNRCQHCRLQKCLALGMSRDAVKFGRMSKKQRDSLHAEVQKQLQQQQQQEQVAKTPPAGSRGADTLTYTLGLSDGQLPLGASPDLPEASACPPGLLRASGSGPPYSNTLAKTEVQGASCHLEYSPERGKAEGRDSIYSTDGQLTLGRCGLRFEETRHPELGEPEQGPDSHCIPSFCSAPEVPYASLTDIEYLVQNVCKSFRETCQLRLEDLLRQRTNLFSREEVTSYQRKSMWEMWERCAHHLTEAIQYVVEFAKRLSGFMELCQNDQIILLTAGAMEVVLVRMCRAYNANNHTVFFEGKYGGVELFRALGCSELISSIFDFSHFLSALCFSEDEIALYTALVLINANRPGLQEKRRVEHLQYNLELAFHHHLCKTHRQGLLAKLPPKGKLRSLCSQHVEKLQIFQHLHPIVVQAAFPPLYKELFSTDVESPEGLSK
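Luciferase reporter read in Schneider cells carrying Gal4-RORγ (mouse) and UAS-Photinus luciferase; cells given compound 1 h before 700 uM copper sulfate induction, then incubated 20 h at ambient temperature.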
FBPA coupling cs – qHTS Assay for Inhibitors of Fructose-1,6-bisphosphate Aldolase from Giardia Lamblia: Coupling assay counterscreen | coupling enzyme system counterscreen, AmpLite Red fluorescence | activity change, negative = inhibition, % at 58.2 µM, hits read low | hit rate 0.67% among 290,000 | AID 2472, 2010; in the data active = activity change below about -30%; note: % is set by controls: 0 for no effect and ±100 for the full control effect
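Coupling enzymes only (glyceraldehyde-3-phosphate) + compound, at 57.5 uM final, 10 min RT; add substrate/coupling/AmpLite Red mix, 20 min RT; fluorescence ex 525/em 598 nm. Actives flag coupling-system interference.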
NPC1 prom act – qHTS Assay for NPC1 Promoter Activators. AID 485313, 2010. Huh7 NPC1 promoter luciferase reporter, 24 h. hit rate 2.4% among 320,000. Potency, µM (doses to about 9.22 µM), inactives show top-dose activation, hits mostly activators;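 note: potency is the fitted concentration of half-maximal effect; % of control where 0% means no effect; nearly all actives have a fitted effect of over 60% in size; reporter is driven by a mutant NPC1 promoter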
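In 1536-well qHTS, Huh7 cells harboring an NPC1 promoter–luciferase construct received compound for 24 h; activation was quantified by luminescence following luciferase reagent addition.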
Rab9 promoter act – qHTS Assay for Rab9 Promoter Activators. Huh7 Rab9 promoter-luciferase reporter, luminescence, 24 h. Potency, µM (top dose mostly 9.22 µM), without a hit: at the highest dose activation, negative = inhibition, usual class: activators. hit rate 2.8% among 320,000. AID 485297, 2010; note: potency is the fitted concentration of half-maximal effect; % of control where 0% means no effect; nearly all actives have a fitted effect of over 60% in size
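Luciferase signal after 10 min detection reagent at ambient indicates Rab9 promoter upregulation; stably transfected Huh7 cells were treated 24 h with compound in DMSO at 37 °C, 5% CO2.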
uPA generation – qHTS for Inhibitors of Cell Surface uPA Generation | cell surface uPA generation assay, qHTS | Potency, µM (titrated, usually from 38.3 µM), without a hit: at the top dose activity change, negative = inhibition, actives largely listed as inhibitors | hit rate 0.31% among 330,000 | AID 540303, 2011; active = well fitted inhibition curve with a large enough effect; inconclusive = small, poorly fitted or top-dose-only effect; inactive = no such curve, though single readings can be large or run the other way; tested in mouse RAW 264.7 cells; note: potency is the fitted concentration of half-maximal effect; % is set by controls: 0 for no effect and ±100 for the full control effect; nearly all actives have a fitted effect of over 55% in size
KCNH2 3.1 block – qHTS for Inhibitors of KCHN2 3.1: Mutant qHTS; U2OS KCNH2 3.1, thallium flux FluxOr; stronger effect = lower value; hit rate 0.95% among 340,000; Potassium voltage-gated channel subfamily H member 2, brain isoform KCNH2 3.1 (human); AID 720553, 2013; activity change, % (tested at about 1.8 µM);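 active = maximum activity change below -70%; inconclusive = maximum activity change from -70% to -50%; inactive = maximum activity change above -50%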;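 note: thallium influx rate constant from kinetic fluorescence after stimulation buffer; % is set by controls: 0 for no effect and ±100 for the full control effect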
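U2OS cells transduced with KCNH2 3.1 mutant virus (1.77 x 10^8 /mL, 4 h), plated overnight at 37 C, loaded 45 min with FluxOr dye plus Red40 quencher. Thallium flux rate constant from kinetic reads after stimulation buffer, normalised to controls.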
Giardia killer – Small Molecules that selectively kill Giardia lamblia: qHTS; Giardia lamblia trophozoite viability; activity change, % at 7.66 µM, hits read low; hit rate 0.15% among 340,000; AID 540267, 2011; in the data active = activity change below about -80%; inconclusive = between about -30% and that limit;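 note: parasites exposed to compound for two days anaerobically before the ATP read; % is set by controls: 0 for no effect and ±100 for the full control effect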
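Luminescence from cellular ATP indicates surviving trophozoites (100 cells/well) following 48 hrs anaerobic compound treatment at 37 deg C; signal develops 15-30 min at room temperature.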
Tb PFK inh – qHTS Assay to Find Inhibitors of T. brucei phosphofructokinase | T. brucei PFK, ADP-Glo luminescence | Potency, µM (highest dose often 57.5 µM), inactives show at the highest dose activity, negative = inhibition, most hits filed as inhibitors | hit rate 0.17% among 330,000;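 note: potency is the fitted concentration of half-maximal effect; 0% = uninhibited 1x PFK enzyme wells and -100% = no-enzyme wells; nearly all actives have a fitted effect of over 60% in size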
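Activity is normalized to no-enzyme wells (full inhibition) and 1.25 nM enzyme wells (no inhibition). Reaction: 0.5 mM F6P, 0.1 mM ATP, 45 min RT, ADP-Glo luminescence; concentration-response curves fitted and classed by quality.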
VP16 counter – VP16 counterscreen qHTS for inhibitors of ROR gamma transcriptional activity; Drosophila S2 Gal4-VP16 UAS-luciferase, luminescence, 20 h; Potency, µM (titrated, usually from 53.6 µM), without a hit: top-dose activity, negative = inhibition, most hits filed as inhibitors; hit rate 3.5% among 310,000; AID 2546, 2010;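 note: Gal4-VP16 expression switched on by copper sulfate through the metallothionein promoter; potency is the fitted concentration of half-maximal effect; % is set by controls: 0 for no effect and ±100 for the full control effect; nearly all actives have a fitted effect of over 50% in size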
Starred values were filed as active, the others as inactive; ? = inconclusive; . = not tested or not shown; [ ] = dose if it differs, or a comment. Unless noted, calls come from the whole dose curve; as a rule, active = well fitted curve in the direction sought with a large enough effect; inconclusive = small, poorly fitted or top-dose-only effect, or another doubt; inactive = no such curve, though single readings can be large; an effect the other way counts as inactive or inconclusive.

nr	compound	Giardia killer	Tb PFK inh	FBPA coupling cs	uPA generation	KCNH2 3.1 block	FLuc modulator
1	CCCc1cc(C(=O)N2CCC(N3CCC(C(=O)NC(C)C)CC3)CC2)n(C)n1	-23	-2%	-3	-2%	.	0%
2	O=C(CS(=O)(=O)Cc1ccccc1)N1CCc2ccccc2C1	0	-6%	-13	2%	-2	-2%
3	COc1ccc(OC)c(C(=O)COC(=O)c2[nH]c(C)c(C(C)=O)c2C)c1	-2	-13%	.	-2%	17	3%
4	O=C(CSc1nnc(-c2ccccc2)c(-c2ccccc2)n1)Nc1ncc(Cl)cc1Cl	-2	0%	1	-4%	-1	-15%
5	O=C(COc1ccccc1)N1CCCCCCC1	-27	1%	5	2%	4	0%
6	Cn1nc(C(F)(F)F)c(-c2ccc(F)cc2)c1NC(=O)c1cccnc1	26	1%	1	?	-2	6%
7	CC1(C)CC(NC(=O)C23CCC(C)(C(=O)C2=O)C3(C)C)CC(C)(C)N1 (centres undefined)	-11	2%	3	3%	-34	-1%
8	CC(=O)NS(=O)(=O)c1cccnc1Nc1cccc(Cl)c1	-12	1%	10	-2%	-14	-1%
9	Cc1sc2ncnc(N3CCN(CCOc4ccc(Cl)cc4)CC3)c2c1C	21	-2%	0	.	-79*	4%
10	O=C(COC(=O)CNC(=O)c1ccc(Cl)cc1Cl)NNC(=O)c1ccccc1	-13	-4%	.	-2%	4	0%
11	O=C1S/C(=C\c2ccc(N3CCOCC3)o2)C(=O)N1c1ccccc1	19	-8%	-43*	-3%	2	?
12	CC(C)OC(=O)c1cc(-c2ccc(C=O)o2)ccc1Cl	?	-3%	-2	3%	-5	-15%

nr	RORgamma inh	VP16 counter	NPC1 prom act	ELG1 genotoxic	Rab9 promoter act
1	24%	-4%	0%	2%	-9%
2	-2%	2%	13%	?	-4%
3	.	.	0%	12%	-2%
4	-3%	-25%	-4%	-3%	-3%
5	17%	-9%	1%	2%	-2%
6	42%	-6%	1%	-7%	-16%
7	-7%	1%[10 µM]	0%	12%	1%
8	28%	8%	-4%	1%	4%
9	?	3.5µM*	-16%	-8%	-27%
10	.	.	-2%	0%	-4%
11	-91%	?	?	?	?
12	-3%	-8%	9%	6%	12%

Ordered by the number under NPC1 prom act (low to high): some entries from above
#	Molecule	uPA generation	RORgamma inh	NPC1 prom act	Rab9 promoter act
3	COc1ccc(OC)c(C(=O)COC(=O)c2[nH]c(C)c(C(C)=O)c2C)c1	-2%	.	0%	-2%
5	O=C(COc1ccccc1)N1CCCCCCC1	2%	17%	1%	-2%
12	CC(C)OC(=O)c1cc(-c2ccc(C=O)o2)ccc1Cl	3%	-3%	9%	12%

Entries above with a furan ring, fused or not:
nr	compound	Giardia killer	Tb PFK inh	FBPA coupling cs	uPA generation	KCNH2 3.1 block	FLuc modulator
11	O=C1S/C(=C\c2ccc(N3CCOCC3)o2)C(=O)N1c1ccccc1	19	-8%	-43*	-3%	2	?
12	CC(C)OC(=O)c1cc(-c2ccc(C=O)o2)ccc1Cl	?	-3%	-2	3%	-5	-15%

nr	RORgamma inh	VP16 counter	NPC1 prom act	ELG1 genotoxic	Rab9 promoter act
11	-91%	?	?	?	?
12	-3%	-8%	9%	6%	12%

Following part:
nr	compound	Giardia killer	Tb PFK inh	FBPA coupling cs	uPA generation	KCNH2 3.1 block	FLuc modulator
13	O=c1cc(-c2c(O)c3ccccc3n(Cc3ccccc3)c2=O)[nH][nH]1	-11	2%	1	0%	-4	?
14	Cc1c(NC(=O)CN2C(=O)NC3(CCCCC3)C2=O)c(=O)n(-c2ccccc2)n1C	4	-2%	0	5%	23	0%
15	CC(=O)c1cccc(NC(=O)N2CCC(NC(=O)C34CC5CC(CC(C5)C3)C4)CC2)c1	-13	0%	0	1%	-1	0%
16	Cc1ccc(C(=O)N[C@H](C(=O)OCC(=O)Nc2cccc(S(N)(=O)=O)c2)C(C)C)cc1	-13	4%	1	-5%	0	-2%
17	COc1cccc(C(=O)NCC(=O)N/N=C/c2cccs2)c1	16	2%	3	2%	11	-19%
18	CCc1ccccc1NS(=O)(=O)c1ccc(SC)cc1	-23	0%	-1	0%	6	4%
19	COc1ccc(/C=N/NC(=O)c2cc(-c3ccc(C)cc3C)nc3ccccc23)cc1COC(C)=O	12	4%	-3	1%	-15	?
20	Fc1ccc(-c2nnc(Cc3ccc(Cl)cc3)o2)cc1	5	-15%	2	-2%	-18	17µM*
21	Cn1c(SCc2ccccn2)nc2c1c(=O)[nH]c(=O)n2C	?	-4%	0	15%	-1	-1%
22	COc1ccc(-n2c(=S)[nH]c3sc(-c4ccccc4)cc3c2=O)c(OC)c1	-10	1%	3	0%	7	27µM*
23	Cc1cccc(C(=O)NC2CCCCCCC2)c1	-21	1%	1	2%	-6	12µM*
24	Cn1c2ccc(Br)cc2c2nnc(SCC(=O)O)nc21	-5	4%	15	2%	-1	-14%

nr	RORgamma inh	VP16 counter	NPC1 prom act	ELG1 genotoxic	Rab9 promoter act
13	-39%	-8%	-7%	0%	-4%
14	8%	-3%	-5%	13%	-4%
15	19%	4%	-6%	0%	-9%
16	10%	-6%	1%	-1%	-8%
17	-11%	-6%	1%	2%	0%
18	?	-4%	2%	-4%	-2%
19	?	0%	-1%	1%	1%
20	33%	9%	?	?	26%
21	-3%	3%	-2%	3%	-2%
22	3.5µM*	7.1µM*	-6%	-1%	1%
23	-8%	27%	4µM*	?	4.5µM*
24	14%	-3%	3%	1%	3%

A few values from the list.
FBPA coupling cs, no. 9 → 0
Rab9 promoter act, no. 16 → -8%
FLuc modulator, no. 2 → -2%
ELG1 genotoxic, no. 19 → 1%

Going on with the list.
nr	compound	Giardia killer	Tb PFK inh	FBPA coupling cs	uPA generation	KCNH2 3.1 block	FLuc modulator
25	Cn1c(-c2ccc3c(c2)OCO3)cnc1NC(=O)CCC(=O)NCCc1ccccc1	2	-2%	3	4%	-17	-14%
26	O=C1CC(NCc2ccc(F)cc2)C(=O)N1c1ccccc1 (centres undefined)	-11	1%	2	0%	5	-1%
27	CC(C)CC1NC(=S)N(C2CCCCC2)C1=O (centres undefined)	2	0%	.	3%	0	0%
28	CCn1c(NC(=O)C(C)C)c(-c2cccs2)c(=O)c2ccccc21	-5	4%	0	-11%	-2	-2%
29	CCOC(=O)C1CCN(C(=O)COC(=O)COc2ccc(Cl)cc2)CC1	24	2%	3	4%	0	-1%
30	COc1ccc(C(C)=O)cc1Cn1nnc(-c2ccccc2Br)n1	?	-2%	1	-1%	5	-1%
31	Cc1ccc(C)c(-n2cc(CNCCc3cnccn3)c(-c3ccccc3)n2)c1	-11	2%	3	-26%	1	-3%
32	COc1ccc(Nc2cc(C)nc3c(C)cccc23)cc1OC	-2	-3%	2	-6%	-6	16%
33	Cc1ccc(/C=C2/Sc3ccccc3N(CC(=O)NCCCOC(C)C)C2=O)cc1	-1	7%	0	3%	-12	-3%
34	Cc1onc(-c2c(Cl)cccc2Cl)c1C(=O)Nn1cnnc1	0	-1%	3	9%	31	2%
35	O=C(NCc1ccco1)C(c1ccco1)N(Cc1cccs1)C(=O)Cn1nnc2ccccc21 (centres undefined)	5	-12%	-8	3%	-7	1%
36	C[C@H](NC(=O)OC(C)(C)C)C(=O)NCC1CCC(C(=O)O)CC1 (some centres undefined)	5	-17%	4	1%	-2	-2%
37	Cc1cccc2cc(C(c3nnnn3Cc3ccc4c(c3)OCO4)N3CCCC3)c(=O)[nH]c12 (centres undefined)	-12	-1%	-19	5%	-24	0%
38	Cc1cccc2cc(C(c3nnnn3Cc3ccccc3)N3CCN(C)CC3)c(=O)[nH]c12 (centres undefined)	-7	4%	0	.	-11	0%

nr	RORgamma inh	VP16 counter	NPC1 prom act	ELG1 genotoxic	Rab9 promoter act
25	3.2µM*	5.6µM*	14%	12%	17%
26	-7%	26%	-4%	0%	2%
27	?	?	-9%	-1%	-13%
28	2%	-6%	1%	-2%	2%
29	-10%	-9%	-10%	1%	-2%
30	6%	22%	0%	-1%	-3%
31	-10%	-6%	-3%	-6%	-3%
32	-20%	1%	2%	1%	-4%
33	42%	-14%	-3%	-5%	-3%
34	9%	-10%	-3%	0%	-3%
35	-13%	-26%	0%	-5%	-6%
36	16%[0.365 µM]	6%	0%	0%	-5%
37	-5%	-6%	-1%	-4%	8%
38	16%	0%	-3%	-5%	2%
